# Hep lipid drop: modulators of hepatic lipid droplet formation. AML12 mouse hepatocytes, oleate lipid droplets, BODIPY imaging. inhibition, % at 6.5 µM. 0.4% of 240,000 active;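 active = lipid droplet intensity inhibited by at least 50%, with more than 500 cells counted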
#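 Assay system: AML12 hepatocytes (mouse) / Also added: 100 µM oleic acid challenge / Times: overnight treatment with compound plus oleate / Detection: high-content imaging of BODIPY-stained droplets and DAPI nuclei / Evaluation: % inhibition of lipid droplet signal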
# M1AAP inhibition: malaria alanyl aminopeptidase activity blockers – biochemical, fluorogenic H-Leu-NHMec substrate, 1536-well (AID 1445) | one-dose inhibition, % at 30 µM; IC50 in µM for titrated hits | recombinant M1AAP, H-Leu-NHMec fluorogenic kinetic assay; higher % means a stronger effect | 0.42% of 220,000 active;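 active = primary inhibition above the hit cutoff, then over 50% inhibition at one or more dose response concentrations, cut at about 23% in these data, passing the limit was not always enough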;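 also: plate controls were DMSO full reaction for no effect and no enzyme background for full effect; strong numbers were not always called active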
# P. falciparum M17LAP: P. falciparum M17LAP inhibitors, primary screen, biochemical, fluorogenic H-Leu-NHMec substrate, 1536-well (AID 1619); recombinant M17LAP, H-Leu-NHMec fluorogenic kinetic assay; higher % means a stronger effect; one-dose inhibition, % at 30 µM; IC50 in µM for titrated hits; 0.38% of 220,000 active;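 active = compound inhibiting the enzyme by more than half at any dose during confirmatory dose-response retesting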;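 also: plate controls were full reaction with DMSO carrier for no effect and no enzyme background for full effect; strong numbers were not always called active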
# Dynein transport: dynein cargo transport inhibition. 3617.4 mouse cells, GR-EGFP nuclear translocation imaging; test concentration mostly 20 µM; stimulated with dexamethasone, 1 µM; stronger effect = lower value. z-score, hits read low. 0.47% of 220,000 active. AID 1381;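 active = plate z-score of nuclear minus cytoplasmic receptor signal below a set negative limit, without overly bright fluorescence or cell loss, cut at about -3.5 in these data, passing the limit was not always enough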;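 also: z-score of nuclear minus cytoplasmic ring GR-EGFP intensity difference per well; some compounds called inactive have numbers as strong as hits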
#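 Schedule: 48 h induction, then 1 h compound, then 30 min agonist, 37 °C. Buffer or medium: tetracycline-free induction medium containing charcoal-stripped FBS. Reagent: 1.0 µM final dexamethasone stimulus. Evaluation: nuclear versus cytoplasmic GR-EGFP signal, averaged per well. Signal: high-content fluorescence imaging after fixation.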
# CSM14.1 death rescue: rescue of cells from ER stress-induced death, primary screen, 384-well, CSM14.1, thapsigargin, ATP luminescence (AID 1222); CSM14.1 thapsigargin-induced death rescue, ATP luminescence; higher % means a stronger effect; one-dose cellular ATP content (survival), % at 20 µM; EC50 in µM for titrated hits; 190,000 tested, under 10 active;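 active = EC50 below 50 µM in the dose-response confirmation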;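 also: death triggered by thapsigargin at about 15 µM added after 2 h compound pretreatment; cell ATP read after overnight thapsigargin exposure of roughly 18 to 22 hours; normalized against plate controls of thapsigargin alone and 5% DMSO vehicle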
# Insulin prom up: MIN6 insulin promoter up-regulation | MIN6 insulin promoter-GFP reporter, high-content imaging; stronger effect = higher value | AID 1625 | 0.3% of 190,000 active | z-score at 5 µM;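 active = z-score above 3 at 5 µM with at least 500 cells counted in the well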
# Autophagy HCS: autophagy modulation, high-content screen; calls only at 10 µM (by protocol); MEF GFP-LC3 puncta imaging; test concentration mostly 10 µM; AID 463193; 0.98% of 190,000 active;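 active = percentage of spot-positive cells more than 3 SD above its plate mean, without a fluorescence outlier flag or 80% toxicity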;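 also: spot-positive cell cutoff set from DMSO-treated cells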
# Yfh1-depleted yeast: enhancers of respiration in Yfh1-depleted yeast, dose response, Friedreich's ataxia, plus single-dose screen (AID 1465); S. cerevisiae Yfh1-off respiration, WST-1 reduction, 72 h; higher fold induction means a stronger effect; fold induction at 50 µM, or EC50 in µM where a hit was titrated; 0.074% of 220,000 active;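 active = fold induction of absorbance versus untreated yeast above a set limit, then at least 30% activation at any dose in follow-up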;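 also: activators that raise dye reduction in frataxin-depleted yeast; strong numbers were not always called active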
# MT stabilizer: microtubule stabilization, imaging screen; HeLa tubulin immunostaining HCS, 24 h; share of cells brighter than vehicle mean+2SD; % tubulin-high responders, % at 10 µM; 0.83% of 200,000 active;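 active = plate Z-score above 3 for both tubulin-high and condensed-nucleus cell shares, with cell loss under 80%, at 10 µM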;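 also: anti alpha tubulin signal scored within the nucleus-defined area of each cell; some results filed as inactive read as strong as hits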
# Dynein transport cytoplasmic EGFP: recorded beside Dynein transport, whose call it bears; z-score; measured here: cytoplasmic GR-EGFP intensity; stronger effect = higher value
# Dynein transport nuclear GR-EGFP: further read-out of Dynein transport, marked with its call; z-score; measured here: nuclear GR-EGFP intensity;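 lower value marks the stronger effect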
# Dynein transport cell count: second read-out of Dynein transport, no call of its own (marks repeat the call); z-score; measured here: cell count per field
# Insulin prom up cell count: further read-out of Insulin prom up, marked with its call; cell count; measured here: cytotoxicity, nuclei count;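 total cells summed across four imaged fields per well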
# Hep lipid drop cells 6.5 µM: further read-out of Hep lipid drop, marked with its call; cell count; measured here: cell count, cytotoxicity flag;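 cells counted across two imaged fields per well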
# MT stabilizer Hoechst-high %: further read-out of MT stabilizer, marked with its call; % Hoechst-high responders; measured here: nuclear condensation Hoechst responders;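 share of cells brighter than vehicle mean plus two SD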
# MT stabilizer cytotoxicity %: recorded beside MT stabilizer, whose call it bears; toxicity, %; measured here: cytotoxicity by cell density;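 0% = mean cell density of plate MIN control wells and 100% = no cells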
# Autophagy HCS cell loss 18 h: recorded beside Autophagy HCS, whose call it bears; toxicity, %; measured here: cell loss, nuclei count;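 cell loss after 18 h compound exposure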
# * = called active by the depositor; i = inactive; . = no result given.
SMILES,Hep lipid drop,Hep lipid drop cells 6.5 µM,M1AAP inhibition,P. falciparum M17LAP,Dynein transport,Dynein transport cytoplasmic EGFP,Dynein transport nuclear GR-EGFP,Dynein transport cell count,CSM14.1 death rescue,Insulin prom up,Insulin prom up cell count,Autophagy HCS,Autophagy HCS cell loss 18 h,Yfh1-depleted yeast,MT stabilizer,MT stabilizer Hoechst-high %,MT stabilizer cytotoxicity %
COC(=O)CC1=Nc2ccccc2NC(=O)C1,-2,711,4%,8%,0.27,-0.23,0.058,0.7,-0.3%,.,.,i,1,i,0.7,1.6,6.0
CC12CC3(C)CC(C)(C1)CC(C(=O)NCC(=O)O)(C2)C3,0,751,-2%,-6%,-0.48,-0.3,0.11,0.6,0.6%,0.01,1423,i,15,i,7.1,2.9,27
O=C(NN=C(Cc1ccccc1)Cc1ccccc1)C1CC1,-9,663,1%,17%,-0.061,-0.34,0.16,0.22,-0.7%,0,886,i,-6,i,3.4,2.8,7.6
C=C1CCN(C(Cc2ccccc2)C(=O)OC)S(=O)(=O)c2ccc(F)cc21 (centres undefined),0,683,3%,8%,-0.39,-0.73,-0.13,0.14,.,0.06,916,.,.,i,.,.,.
COCCCN1C(=O)c2ccc(C(=O)Nc3cccc(OC)c3)cc2C1=O,.,.,7%,2%,-0.041,-0.26,0.087,-0.045,-2.4%,-0.63,1354,i,-2,i,2.7,1.3,2.9
COC(=O)[C@@H](NC(=O)NCc1cccs1)C(C)C,.,.,-3%,-4%,0.037,-0.074,-0.37,-0.2,-0.6%,-0.26,1146,i,20,i,2.2,1.9,10
COc1ccc(C(=O)/C(=C/N(C)C)S(=O)(=O)c2ccccc2)cc1,16,717,9%,6%,0.013,-0.15,0.22,-0.14,-0.5%,.,.,i,20,i,2.4,1.6,5.3
Cc1cnc(C(=O)OCC(=O)N2CCc3ccccc32)cn1,3,692,8%,-5%,1.6,-0.28,0.94,-1,-0.2%,-0.68,1253,i,5,i,2.4,3.4,5.3
CC(=O)n1cc(N(C(=O)CCl)c2ccc(C)cc2)c2ccccc21,6,723,-3%,-1%,-6*,1.3*,-2.7*,0.3*,.,-0.95,501,.,.,i,.,.,.
CC(=O)c1ccc(Sc2ccccc2)c([N+](=O)[O-])c1,15,783,0%,-3%,-0.18,-0.24,-0.4,0.51,.,0.09,1114,.,.,i,.,.,.
C[C@@H]1CC[C@H]2C(=O)N3[C@@H](CC[C@@H](C)[C@@H]3c3ccc(Br)cc3)C(=O)N2[C@H]1c1ccc(Br)cc1,-2,753,10%,-10%,0.12,-0.24,0.36,0.23,-4.3%,1.5,1251,i,-51,i,9.0,3.9,0.3
O=C1CC(c2ccco2)CC(O)=C1C=NCC1NCCc2ccccc21 (centres undefined),8,747,12%,8%,-2.4,-0.081,-1.5,1.5,-0.4%,1.3,1058,i,-5,i,3.6,1.6,6.3
COc1cccc(OCCn2ccnc2)c1,-1,727,0%,7%,0.24,-0.053,-0.058,-0.027,0.1%,-0.19,1076,i,-2,i,2.3,1.6,3.1
CN(C)c1cccc2c(S(=O)(=O)N3CCOCC3)cccc12,0,763,6%,0%,2.7,0.038,2.1,-0.86,6.0%,.,.,i,8,i,11,2.9,6.3
CCN(CC(=O)Nc1ccccc1-c1ccccc1)Cc1nc2ccccc2c(=O)[nH]1,3,700,3%,13%,-0.33,-0.2,-0.29,0.41,-0.3%,0.14,1482,i,2,i,25*,26*,52*
CC(C)(C)CN1CCNC(=O)C1CC(=O)N1CCN(c2ccccc2)CC1 (centres undefined),-7,748,0%,4%,-0.21,-0.26,-0.085,0.47,.,0.14,1134,.,.,i,.,.,.
CS(=O)(=O)N1CCN(C(=O)c2ccc(-c3ccccc3)cc2)CC1,-18,687,-3%,-2%,-0.29,-0.26,-0.35,0.17,-2.9%,1.3,1374,i,-2,i,4.9,1.7,5.1
Cn1c(=O)n(CC(=O)NC2CCCCC2)c(=O)c2ccccc21,-2,744,1%,20%,0.29,-0.14,1,-0.58,-4.1%,0.37,1229,i,-3,i,2.4,1.5,6.6
O=S(=O)(N/N=C/c1ccc(OC2CSC2)cc1)c1ccccc1,26,678,7%,11%,1.3,-0.012,1.1,-1.4,0.4%,-0.36,1523,i,12,i,2.1,2.4,7.8
NC1=NC(=Nc2ccc(Cl)cc2)c2ccccc21,-1,560,3%,15%,-0.39,-0.099,-0.33,-0.17,-1.9%,.,.,i,1,i,3.3,3.4,5.4
CCNC(=S)N/N=C/c1cn(Cc2ccc(F)cc2)c2ccccc12,-1,601,1%,5%,0.92,0.14,0.33,-1.1,-3.2%,-1.2,878,i,14,.,4.1,1.2,9.0
CCOC(=O)C1(CCOc2ccccc2)CCN(Cc2ccc(CO)o2)CC1,-14,640,3%,8%,-0.43,-0.27,-0.24,0.4,0.7%,-0.12,1497,i,22,i,4.0,1.5,5.5
CN(Cc1ccccc1)Cc1ccccc1F,.,.,2%,11%,-0.52,-0.18,-0.017,-0.55,-0.2%,0.66,1230,i,19,i,4.9,3.0,11
O=C(CN(Cc1ccc(F)cc1)C(=O)C1CSC(=O)C1)NC1CCCCC1 (centres undefined),.,.,-2%,1%,-0.54,-0.15,0.11,0.14,-0.6%,.,.,i,-10,i,2.6,1.6,7.8
Cc1noc(NS(=O)(=O)c2ccc(NC(=O)CCC3CCCC3)cc2)c1C,-1,796,6%,1%,-0.33,-0.15,0.17,-0.49,-2.2%,1.6,858,i,7,i,1.1,1.5,4.8

# A portion from further up, for reference:
SMILES,Hep lipid drop,Hep lipid drop cells 6.5 µM,M1AAP inhibition,P. falciparum M17LAP,Dynein transport,Dynein transport cytoplasmic EGFP,Dynein transport nuclear GR-EGFP,Dynein transport cell count,CSM14.1 death rescue,Insulin prom up,Insulin prom up cell count,Autophagy HCS,Autophagy HCS cell loss 18 h,Yfh1-depleted yeast,MT stabilizer,MT stabilizer Hoechst-high %,MT stabilizer cytotoxicity %
O=C(CN(Cc1ccc(F)cc1)C(=O)C1CSC(=O)C1)NC1CCCCC1 (centres undefined),.,.,-2%,1%,-0.54,-0.15,0.11,0.14,-0.6%,.,.,i,-10,i,2.6,1.6,7.8
Cc1noc(NS(=O)(=O)c2ccc(NC(=O)CCC3CCCC3)cc2)c1C,-1,796,6%,1%,-0.33,-0.15,0.17,-0.49,-2.2%,1.6,858,i,7,i,1.1,1.5,4.8

# Going on with the list:
SMILES,Hep lipid drop,Hep lipid drop cells 6.5 µM,M1AAP inhibition,P. falciparum M17LAP,Dynein transport,Dynein transport cytoplasmic EGFP,Dynein transport nuclear GR-EGFP,Dynein transport cell count,CSM14.1 death rescue,Insulin prom up,Insulin prom up cell count,Autophagy HCS,Autophagy HCS cell loss 18 h,Yfh1-depleted yeast,MT stabilizer,MT stabilizer Hoechst-high %,MT stabilizer cytotoxicity %
CN1CCN(C(c2cc3cc4c(cc3[nH]c2=O)OCCO4)c2nnnn2C2CCCC2)CC1 (centres undefined),0,741,2%,-12%,2.2,-0.15,0.68,-0.69,-1.1%,-0.16,1176,i,-3,i,2.4,1.1,11
CCn1cc(/C=N/NC(=O)c2cc3c(ccc4ccccc43)o2)c2ccccc21,.,.,17%,2%,1.9,-0.21,1.7,-1,-0.1%,-0.49,1530,i,-15,i,41*,23*,22*
Cc1oc(-c2cccc(Cl)c2)nc1CN1CCC(C(=O)N2CCN(c3ccccc3F)CC2)CC1,-31,698,1%,-10%,-0.62,0.22,0.013,0.2,18%,-0.57,1326,i,11,.,1.3,1.4,9.4
COc1ccc(C2=Nn3c(nnc3C3CCCCC3)SC2)cc1OC,20,837,7%,-4%,0.0038,-0.11,0.21,0.42,4.2%,-1.3,965,i,3,i,2.8,1.4,5.8
CC(C)CCOCC(=O)Nc1cccc(C(=O)O)c1,.,.,-4%,4%,-0.74,-0.18,-0.19,0.99,-2.1%,0.7,1278,i,13,i,3.2,3.2,6.6
COc1ccc(-c2cc(-c3n[nH]c(=S)n3-c3ccccc3OC)[nH]n2)cc1,29,688,9%,8%,1.9,-0.2,1,-0.51,-2.3%,-0.51,1312,i,8,i,2.3,1.5,5.9
Cc1cc(-c2nnc(SCC(=O)NC3CCCC3)o2)no1,.,.,-11%,0%,-0.72,-0.2,-0.12,0.49,-0.7%,-0.23,1493,i,13,i,2.9,2.0,0.3
CC(NC(=O)C1CCCCC1)C(c1cccs1)N1CCOCC1 (centres undefined),-31,607,-5%,-12%,-0.74,-0.76,-0.11,-0.091,.,-0.93,920,.,.,i,.,.,.
O=[N+]([O-])c1ccc2oc(-c3cccc(O)c3)nc2c1,8,714,1%,0%,0.17,-0.25,0.027,0.38,-1.0%,1.3,1416,i,-26,i,5.6,2.9,1.7
CCN1CCN(c2nc(N(C)c3ccccc3)nc(N)c2[N+](=O)[O-])CC1,10,696,8%,15%,-1.2,-0.28,-0.61,1.2,.,-0.31,1400,.,.,i,.,.,.
CCn1nc(C(=O)Nc2ccc(S(=O)(=O)Nc3ncccn3)cc2)c2ccccc2c1=O,10,633,2%,0%,0.55,-0.27,0.78,-0.64,-0.2%,0.49,1258,i,3,i,1.1,2.4,7.0
CC1CCc2nc(NC(=O)Cc3cccs3)sc2C1 (centres undefined),1,753,22%,22%,-0.11,-0.23,0.024,0.46,-2.2%,1.6,1208,i,-1,i,2.5,1.3,2.2
O=C(Nc1cc(C(F)(F)F)ccc1N1CCOCC1)c1ccco1,22,704,-2%,7%,0.52,-0.24,0.55,0.51,.,-0.24,1203,i,-10,i,3.0,1.9,3.5
CC(C)CN(C(=O)CSc1nnnn1C)C1CCS(=O)(=O)C1 (centres undefined),-19,662,2%,-2%,-0.19,-0.18,0.13,-0.095,0.8%,-1.4,653,i,7,i,2.5,2.6,8.0

# Screening data as filed in PubChem.

# This is a random part of the collection. Share with any hit: about 3.5%.
